SK-BR-3 tox 24h: SK-BR-3 proliferation inhibitors | SK-BR-3 viability, CellTiter-Glo ATP luminescence, 24 h; stronger effect = lower value | viability, % at 10 µM | actives 0.47% (n = 41,000) | AID 847;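 active means viability at or below the median of all test compounds minus 3 SD, in both replicates if run twice, cut at about 45% in these data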;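 further: 100% = median untreated cell wells and 0% = median positive control drug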
Active calls of the source: *; & = joins results of further samples. Some of the compounds tested. The share of hits here may be higher or lower than overall.

cpd	molecule	SK-BR-3 tox 24h
1	COc1ccc(-c2nsc3c(N4CCCC4)ncnc23)cc1	124
2	Cc1nnc2n(C3CCCCC3)c(=O)c3c4c(sc3n12)COC(C)(C)C4	77
3	CCCCN(CC)S(=O)(=O)c1ccc(C(=O)Nc2nnc(-c3cccs3)o2)cc1	75
4	Cc1ccc(NC(=O)C2CCCN(S(=O)(=O)c3cccs3)C2)cc1 (stereo not drawn)	94
5	CN(C)S(=O)(=O)N1CCCN(S(=O)(=O)N(C)C)CC1	101
6	O=C(c1ccc(S(=O)(=O)NCC2CCCO2)cc1)N1CCc2ccccc21 (stereo not drawn)	78
7	CCCc1nnc(SCCSc2nnc(CCC)n2N)n1N	113
8	O=C(c1cc(-c2cccs2)on1)N1CCc2ccccc2C1	95
9	COC(=O)c1ccccc1NC(=O)C1CCN(S(C)(=O)=O)CC1	92
10	CCOc1ccc(N2CCCn3c2nc2c3c(=O)n(CCc3ccccc3)c(=O)n2C)cc1	91
11	c1nnn(C23CC4CC(CC(C4)C2)C3)n1	74
12	COC(C)(C)[C@]12CC(O)(c3ccccc3)ON1[C@H]1CCCCC1N2O (stereo partly drawn)	118
13	CCCCCNC(=O)C(C)NS(=O)(=O)c1ccc(OC)cc1 (stereo not drawn)	100
14	COCCNC(=O)C1CCCN(c2ncccn2)C1 (stereo not drawn)	95
15	Cc1cc(=O)n2c(ccc3ccccc32)c1C#N	93
16	O=C(Cn1nnc(-c2ccc(Cl)cc2)n1)NC1CC2CCC1C2 (stereo not drawn)	78
17	CCOC(=O)N1CCN(C(=O)CN(c2ccc(Cl)c(C(F)(F)F)c2)S(C)(=O)=O)CC1	98
18	Cc1sc2nc(C(C)C)nc(SCC(=O)NCc3ccco3)c2c1C	83
19	O=C1CC(c2ccccc2)n2nc(N3C(=O)c4ccccc4C3=O)nc2N1 (stereo not drawn)	96
20	CN(CC(=O)NC1CCCCCC1)S(=O)(=O)c1ccccc1	95
21	COCCCN1C(=O)C(=O)/C(=C(/O)c2ccc(OC(C)C)cc2)C1c1ccc(O)c(OC)c1 (stereo not drawn)	121
22	CC1(C)O[C@@H]2C[C@H]3[C@@H]4C[C@H](F)C5=CC(=O)CC[C@]5(C)[C@H]4[C@@H](O)C[C@]3(C)[C@]2(C(=O)CO)O1	89
23	CCOC(=O)c1nnn(-c2nonc2N)c1CN(C)Cc1ccccc1	69
24	O=C(Nc1ccc(N2CCOCC2)c(Cl)c1)c1ccc(Br)o1	101
25	COc1ccc(-n2c(N)c(C(=O)NCc3ccco3)c3nc4ccccc4nc32)c(OC)c1	79
26	CCCc1nc2sc3ccccc3c(=O)c2c(=O)n1Cc1ccco1	82
27	CC(C)Cn1c(CCC(=O)O)ccc1-c1cccs1	92
28	CCCCCCOc1cccc(N)c1	87
29	CC[C@H]1CN2CCc3cc(OC)c(OC)cc3[C@@H]2C[C@@H]1C[C@H]1NCCc2cc(OC)c(OC)cc21	87
30	CCOC(=O)Cc1nn(CCc2ccccn2)c(=O)c2ccccc12	86
31	C1CNCCNCCNCCN1	84
32	Cc1ccc(NC2=NCC(=O)N2Cc2ccc3c(c2)OCO3)cc1	89
33	Oc1c(Cl)cc(Cl)cc1Sc1cc(Cl)cc(Cl)c1O	88
34	CC(=O)Nc1ccc(S(=O)(=O)N2CCN(c3nc(NC4CCCC4)c4ccccc4n3)CC2)cc1	41*
35	NC(=O)NCC12CC3CC(CC(C3)C1)C2	68
36	Cc1cc(-c2ccccc2)nn1-c1nc2c(c(=O)[nH]c(=O)n2C)n1C	103
37	CCn1c(SCC(=O)Nc2nc3ccc(OC)cc3s2)nnc1-c1ccoc1C	89
38	COC(=O)c1sc(S(=O)(=O)N2CCCCC2)c(C(=O)OC)c1C	110
39	COc1ccc(N(C)S(=O)(=O)c2ccc3c(c2)oc(=O)n3C)cc1	112
40	CCOC(=O)C1CCN(C(c2cc3ccc(C)cc3[nH]c2=O)c2nnnn2C2CCCCC2)CC1 (stereo not drawn)	83
41	COc1ccccc1-c1cc(C(=O)Nc2c(C)n(C)n(-c3ccccc3)c2=O)no1	71
42	COc1ccc(C2NC(=O)NC(O)(C(F)(F)F)C2C(=O)c2ccc(F)cc2)cc1 (stereo not drawn)	126
43	CCN(CC)CC(=O)Nc1c(C)cccc1C	79&93
44	CS(=O)(=O)N1CCN(C(=O)c2c(F)cccc2F)CC1	78
45	CCc1nnc(NC(=O)NCN2C(=O)C3C4C=CC(C4)C3C2=O)s1 (stereo not drawn)	86
46	C=C(C)COc1ccc(-c2nc(N)nc(C)c2Oc2ccccc2OC)c(O)c1	85
47	CSc1ccc(C(C(C(=O)c2cccs2)N2CCOCC2)N2CCOCC2)cc1 (stereo not drawn)	92
48	O=C(NCc1ccco1)C1CC(=O)N(CCc2ccccc2)C1 (stereo not drawn)	108
49	CN(C)/C=C1/Nc2ccccc2C1=O	88
50	N#Cc1nc(COc2ccc(Cl)cc2Cl)oc1N1CCN(c2ccccc2)CC1	81

Next structures:
cpd	molecule	SK-BR-3 tox 24h
51	Cc1cc(C)c2c(CC(=O)O)coc2c1	98
52	Cc1nc2cc3nc(C)sc3cc2s1	89
53	CCOc1ccc2nc(NS(=O)(=O)c3ccc4c(c3)n(C)c(=O)n4C)sc2c1	79
54	CCC(=O)Nc1cc(=O)[nH]c2ncnn12	90
55	Cc1ccc2nc3c(cc(C(=O)NCC4CCCO4)n3C)c(=O)n2c1 (stereo not drawn)	98
56	O=C(Nc1nnc(/N=C/c2ccco2)s1)c1ccc(F)cc1	89
57	Cc1occc1-c1nnc(SCC(=O)Nc2ccccc2N2CCCCC2)n1C	98
58	Cc1cc2ccccc2c(=O)n1CC(=O)NCC1COc2ccccc2O1 (stereo not drawn)	86
59	Nc1cc(N)c(OCC(F)(F)F)cc1OCC(F)(F)F	85
60	CS(=O)(=O)Nc1cccc(C(=O)CC2(O)C(=O)Nc3ccc(Br)cc32)c1 (stereo not drawn)	106
61	Cc1ccc(N2CCN(C(=O)c3ccccc3Br)CC2)c(C)c1	111
62	Cn1c(=O)c2c(nc(NCc3ccco3)n2Cc2ccc(Cl)cc2Cl)n(C)c1=O	109
63	O=C(CN1CCOCC1)Nc1ccc(S(=O)(=O)NC2CCCCC2)cc1	112
64	CC(=O)OCC(=O)[C@@]1(O)CC[C@H]2[C@@H]3CCC4=CC(=O)C=C[C@]4(C)[C@@]3(Cl)[C@@H](Cl)C[C@@]21C	108
65	CCOC(=O)CSc1nc(N2CCOCC2)c2c(c1C#N)CC(C)(C)N(C)C2	97
66	O=S1(=O)C=C(N2CCCCC2)c2ccccc21	91
67	c1ccc(-c2nc(-c3ccncc3)no2)cc1	105
68	O=C(O)CCC(=O)CCC(=O)c1ccccc1	67
69	Cc1ccc(-c2nnn(CC(=O)N(CC3CCCO3)C(C(=O)NC(C)(C)C)c3ccc(F)cc3)n2)o1 (stereo not drawn)	90
70	CC(C)Cc1nnc(NC(=O)CSc2ncn[nH]2)s1	94
71	CCCC(=O)C1=C(N(C)c2ccccc2)CC(C)(C)C(C(=O)OC)C1=O (stereo not drawn)	99
72	COc1cc(/C=N/n2nnnc2N)ccc1O	113
73	Cc1cc(C)n(-c2nc(NCCO)c3c4c(sc3n2)CCCC4)n1	86
74	O=C(c1cc2ccccc2c(=O)o1)N1CCCc2ccccc21	61
75	O=C(CCS(=O)(=O)c1ccc(Br)s1)N1CCc2ccccc21	83
76	Cc1ccc(N(C(C)C(=O)Nc2ccc3c(c2)OCO3)S(C)(=O)=O)cc1 (stereo not drawn)	86
77	Cc1ccc(C)c(NC(=O)C2CC(O)CN2C(=O)OC(C)(C)C)c1 (stereo not drawn)	97
78	Cc1ccc(O)c(-c2cc(C(=O)Nc3ccc(S(=O)(=O)N4CC(C)OC(C)C4)cc3)[nH]n2)c1 (stereo not drawn)	88
79	COc1cc(Sc2ccc(C)cc2)c(OC)cc1N	84
80	CC(NC(=O)C1CCC1)c1ccc2c(c1)OCO2 (stereo not drawn)	78

4 compounds drawn at random from those above, as already listed:
cpd	molecule	SK-BR-3 tox 24h
80	CC(NC(=O)C1CCC1)c1ccc2c(c1)OCO2 (stereo not drawn)	78
76	Cc1ccc(N(C(C)C(=O)Nc2ccc3c(c2)OCO3)S(C)(=O)=O)cc1 (stereo not drawn)	86
74	O=C(c1cc2ccccc2c(=O)o1)N1CCCc2ccccc21	61
73	Cc1cc(C)n(-c2nc(NCCO)c3c4c(sc3n2)CCCC4)n1	86

Remaining list, next part
cpd	molecule	SK-BR-3 tox 24h
81	C=CCSC1=N/C(=C\c2ccc(C)o2)C(=O)S1	90
82	COc1ccc(NC(=O)Nc2ncn(Cc3cccc(C(F)(F)F)c3)n2)cc1OC	80
83	CCOC(=O)c1[nH]c2ccc(OC)cc2c1NC(=O)c1nonc1C	100
84	Cc1cc(C)c(NC(=O)CS(=O)CC(=O)NCC2CCCO2)c(C)c1 (stereo not drawn)	110
85	CCC(C)NC(=O)c1cnn2c1NC(c1ccc3c(c1)OCO3)CC2C(F)(F)F (stereo not drawn)	73
86	O=C(Nc1ccc2oc(-c3ccccc3)nc2c1)c1ccc2c(c1)OCCO2	76
87	Cc1ccc2[nH]c(=O)c(CN(CC3CCCO3)C(=O)c3ccncc3)cc2c1 (stereo not drawn)	69
88	Cc1cc(C)cc(-n2c(=O)c3sccc3n(CC(=O)NCc3ccco3)c2=O)c1	91
89	Cc1c(C(=O)NCc2ccccc2)oc2ccc(S(=O)(=O)N3CCC4(CC3)OCCO4)cc12	80
90	COc1cc(C(O)c2nc3ccccc3n2C)cc(OC)c1OC (stereo not drawn)	103
91	COc1ccc(CN/C(C)=C(/C#N)C(N)=O)cc1OC	100
92	CC1(C)Cc2c(c(=S)nc(-c3ccccc3)n2CCO)CO1	109
93	COC(=O)CSc1nnc(CNC(=O)Cc2ccccc2)n1-c1ccccc1OC	66
94	CCOc1ccccc1C1CC(=O)NC2=C1C(=O)CCC2 (stereo not drawn)	109
95	O=C1CC(c2ccc(Cl)c(Cl)c2)CC(O)=C1C=NCCN1CCNCC1 (stereo not drawn)	85
96	CCCCn1c(=NC(C)=O)c(C#N)cc2c(=O)n3cccc(C)c3nc21	99
97	CCc1cccc(NC(=O)CCS(=O)(=O)c2cccc3nonc23)c1	94
98	c1nc(NCCN2CCOCC2)c2sc3nc(N4CCOCC4)c4c(c3c2n1)CCC4	103
99	c1ccc(Cn2ncc3c(NCc4ccco4)ncnc32)cc1	76
100	O=C(O)CCCCCNC(=O)c1ccncc1	114
101	Cc1ccc2c(c1)cc(CN(Cc1ccccc1)C(=O)N(C)C)c1nnnn12	100
102	CCOC(=O)N1CCN(Cc2nc3c(c(=O)n(C)c(=O)n3C)n2Cc2cccc(C)c2)CC1	91
103	CCCCN(C(=O)CNC(=O)c1ccco1)C(C(=O)NC1CCCCC1)c1ccc(OC)cc1OC (stereo not drawn)	74
104	C=CCOc1nc(N(C)C)nc(N(C)C)n1	102
105	CN(C1CCCCC1)S(=O)(=O)c1ccc(-n2cnnn2)cc1	108
106	O=C(CN1CCCC1)Nc1ccc(Oc2ccc(NC(=O)CN3CCCC3)cc2)cc1	77
107	Cc1cc(Cl)ccc1N=Cc1c(O)n(C)c(=O)n(C)c1=O	90
108	COc1cc(CO)cc(Br)c1OCc1cccnc1	66
109	Cc1ccc(F)cc1NC(=O)c1cccc2nccnc12	88
110	COc1cccc(C(=O)Cn2c(Br)nc3c2c(=O)n(C)c(=O)n3C)c1	86
111	NC(=O)c1ccccc1NC(=O)CN1CCOCC1	110
112	CCC(O)CNc1nc(-n2nc(C)cc2C)nc2sc3c(c12)CCCC3 (stereo not drawn)	72
113	COc1ccc2cc(C(=O)OC(C)C)sc(=O)c2c1OC	84
114	Cc1cc(OCC(=O)O)c2cccc(C)c2n1	118
115	CCc1cc(Br)ccc1NC(=O)C1CCCO1 (stereo not drawn)	110
116	CCOc1ccc(S(=O)(=O)n2nnc3ccccc32)cc1C	108
117	CCOc1ccc2[nH]c(=O)c(CN(C(=O)N3CCOCC3)C3CC3)cc2c1	83
118	O=C(CSc1ncnc2c1cnn2-c1ccccc1)Nc1ccc2c(c1)OCO2	83
119	O=C1CCCN1CCC1CCN(C(=O)Nc2ccccc2)CC1	88
120	NC(=O)CN1C(=O)C2C3C=CC(C3)C2C1=O (stereo not drawn)	73
121	CCC(NC(=O)c1ccccc1NC(=O)c1ccco1)C(=O)NC1CCCCC1 (stereo not drawn)	91
122	Cc1c(=O)n(OCc2ccccn2)c2ccccc2[n+]1[O-]	84
123	COc1ccc(-c2noc(COc3ccc(C)c(C)c3)n2)cc1OC	90
124	COc1cccc(C2CC(c3cccs3)Nc3ncnn32)c1 (stereo not drawn)	80
125	CCc1ccc(OCC(=O)N(C)CCC#N)c(Br)c1	93
126	O=C(O)CCc1ccc(-c2ccc(F)cc2)n1NC(=O)c1ccco1	90
127	O=C(NC1CCCCC1)C(c1ccco1)N(Cc1cccs1)C(=O)Cn1nnc2ccccc21 (stereo not drawn)	84
128	COc1ccc(S(=O)(=O)N2CCCC(C(=O)Nc3ccc(NC(=O)c4ccccn4)cc3)C2)cc1 (stereo not drawn)	74
129	O=C(Cn1cnc2scc(-c3ccccc3)c2c1=O)N1CCOCC1	89
130	Cc1cc(OCc2nc(-c3cccnc3)no2)c(C)cc1Br	90

Next section:
cpd	molecule	SK-BR-3 tox 24h
131	CC(=O)N(Cc1cc(=O)[nH]c2ccccc12)c1ccccc1	103
132	COc1ccccc1CC(=O)Nc1ccc(OC)c(OC)c1	106
133	CCCc1nc2ccccc2c(=O)n1/N=C/c1ccc(O)cc1	105
134	CCOc1ccc(NC(=O)CN(c2ccc(OC)cc2)S(C)(=O)=O)cc1	88
135	CCOc1ccccc1NC(=O)NC1CCN(CC(=O)Nc2ccc3c(c2)OCCO3)CC1	84
136	Cc1ccc(N=Cc2ccc(O)cc2O)cc1F	71

Assay outcomes deposited in PubChem by SRMLSC.
